PMK inhibit – S. pneumoniae PMK inhibition | AID 539 | hit rate 0.49% among 65,000 | inhibition, % at 10 µM | purified PMK, PK/LDH-coupled NADH absorbance 340 nm;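 active means top-ranked compounds by inhibition in the single 10 µM screen, taking a fixed number of the strongest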;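 further: 0% = full reaction with DMSO carrier and 100% = background rate without enzyme reaction; no value below 0 was filed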
HPDE-C7 cytotoxicity – HPDE-C7 pancreatic duct cell viability loss – fluorescence, HTS (AID 430) | HPDE-C7 pancreatic duct cells viability, fluorescence; higher % means a stronger effect | cytotoxicity, % at 10 µM; hits with a dose series show EC50 in µM | hit rate 1.8% among 63,000;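 further: cells exposed to compound for 48 hours before viability readout; 0% = vehicle and 100% = reference cytotoxic drug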
LYP inhibition – inhibition of human PTPN22 tyrosine phosphatase – biochemical, DiFMUP fluorescence, recombinant catalytic domain, 10 µM, primary screen (AID 606); recombinant LYP catalytic domain, DiFMUP fluorescence; higher % means a stronger effect; inhibition, % at 10 µM, or IC50 in µM where a hit was titrated; 52,000 tested, under 10 active;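 active means IC50 under 40 µM in the dose-response test; inactive means IC50 of 40 µM or more, or never dose-tested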
Bfl-1 inhibitors – displacement of Bid BH3 peptide from Bfl-1 – biochemical, fluorescence polarization, FITC-Bid, mouse, primary screen (AID 432); hit rate 0.02% among 64,000; one-dose displacement, % at 20 µM; IC50 in µM for titrated hits; FITC-Bid BH3 peptide fluorescence polarization displacement; higher % means a stronger effect; in the data active means a potency from the dose series; inactive means the rest, 99 in 100 with displacement below about 15%; further: strong numbers were not always called active
KRASV12 cytotoxicity – cytotoxicity in KRAS-transformed pancreatic duct cells, primary screen, cell-based, fluorescence, HTS (AID 431). HPDE-C7K KRASV12 cells, Alamar Blue viability, 48 h; higher % means a stronger effect. cytotoxicity, % at 10 µM, or EC50 in µM where a hit was titrated. hit rate 1.7% among 63,000;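 active means compounds whose percent cytotoxicity in the single-dose primary screen, scaled between solvent and toxic-drug controls, exceeds 50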;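 further: 0% = DMSO solvent wells and 100% = doxorubicin-treated wells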
MK inhibit – S. pneumoniae mevalonate kinase inhibition; purified MK, PK/LDH-coupled NADH absorbance 340 nm; inhibition, % at 10 µM; hit rate 0.48% among 65,000;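 active means ranked among the strongest by inhibition in the single 10 µM screen, a fixed top-ranked set picked for dose follow-up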; further: no value below 0 was filed
HT1080 viability – cytotoxicity in HT1080 fibrosarcoma cells, cell-based, fluorescence readout (AID 620); HT1080 viability, fluorescence; higher % means a stronger effect; cytotoxicity, % at 10 µM, or EC50 in µM where a hit was titrated; hit rate 0.42% among 87,000;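 further: cells exposed to compound overnight then 4 h with Alamar Blue; 0% = vehicle DMSO and 100% = killing control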
DPM-DC inhibit – S. pneumoniae DPM-DC inhibition; purified DPM-DC, PK/LDH coupled NADH fluorescence; calls only at 10 µM; hit rate 0.49% among 65,000; AID 556;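 active means the 320 compounds with the highest percent inhibition in the single-dose primary screen, excluding strongly autofluorescent ones, cut at about 32% in these data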;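 further: kinetic rate of NADH fluorescence loss reporting ADP formed by the decarboxylase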
TNAP inhibition – inhibition of tissue-nonspecific alkaline phosphatase – biochemical, luminescent (AID 518); hit rate 0.09% among 64,000; inhibition, % at 20 µM, or IC50 in µM where a hit was titrated; purified TNAP enzyme, luminescent substrate readout; higher % means a stronger effect; in the data active means a potency from the dose series; inactive means the rest, 99 in 100 with inhibition below about 22%;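 further: plate controls were vehicle for no effect and reference inhibitor for full effect; many of its hits are not listed in these tables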
PMK inhibit pilot replicates – recorded beside PMK inhibit, whose call it bears; inhibition, %; measured here: pilot screen replicates
MK inhibit pilot replicates – further read-out of MK inhibit, marked with its call; inhibition, %; measured here: pilot screen replicates
DPM-DC inhibit pilot screen % – further read-out of DPM-DC inhibit, marked with its call; inhibition, %; measured here: pilot screen trials
An asterisk follows results filed as active; i = inactive; nt = not tested or not shown. Unless noted, no stated cut-off is given here; in the data, active means cytotoxicity above about 50%; inactive means the rest.

The opening 5 records, ahead of the listing:
SMILES	PMK inhibit	HPDE-C7 cytotoxicity	LYP inhibition	Bfl-1 inhibitors	KRASV12 cytotoxicity	MK inhibit	HT1080 viability	DPM-DC inhibit	TNAP inhibition	others
NC(=O)CSc1nnc2sc3ccccc3n12	7.0	3.6%	8.4%	0.1%	5.8%	6.0	16.4%	i	5.4%
COCCn1c(=S)[nH]c2cc(C(=O)N3CCN(c4ccc(F)cc4)CC3)ccc2c1=O	12.0	42.2%	nt	2.1%	34.1%	4.0	-7.1%	i	10.3%
CN1C(=O)c2ccc(C(=O)NCc3ccccc3)cc2C1=O	9.0	1.8%	0.8%	2.0%	-10.4%	4.0	1.1%	i	14.9%
CCC1C(=O)N=C(SCC(=O)Nc2ccc(C(=O)OC)cc2)NC1=O (configuration not stated)	9.0	3.2%	12.1%	-7.7%	10.0%	3.0	2.1%	i	-7.9%
Cc1cc(C)n2nc(SCC(=O)Nc3c(C)nn(-c4ccccc4)c3C)nc2n1	17.0	-2.4%	6.0%	0.8%	-8.0%	0.0	-11.5%	i	12.1%

All compounds of this part, from the first entry:
SMILES	PMK inhibit	HPDE-C7 cytotoxicity	LYP inhibition	Bfl-1 inhibitors	KRASV12 cytotoxicity	MK inhibit	HT1080 viability	DPM-DC inhibit	TNAP inhibition	others
NC(=O)CSc1nnc2sc3ccccc3n12	7.0	3.6%	8.4%	0.1%	5.8%	6.0	16.4%	i	5.4%
COCCn1c(=S)[nH]c2cc(C(=O)N3CCN(c4ccc(F)cc4)CC3)ccc2c1=O	12.0	42.2%	nt	2.1%	34.1%	4.0	-7.1%	i	10.3%
CN1C(=O)c2ccc(C(=O)NCc3ccccc3)cc2C1=O	9.0	1.8%	0.8%	2.0%	-10.4%	4.0	1.1%	i	14.9%
CCC1C(=O)N=C(SCC(=O)Nc2ccc(C(=O)OC)cc2)NC1=O (configuration not stated)	9.0	3.2%	12.1%	-7.7%	10.0%	3.0	2.1%	i	-7.9%
Cc1cc(C)n2nc(SCC(=O)Nc3c(C)nn(-c4ccccc4)c3C)nc2n1	17.0	-2.4%	6.0%	0.8%	-8.0%	0.0	-11.5%	i	12.1%
COc1ccc(-n2ncc3c(=O)n(CC(=O)OCc4ccccc4)cnc32)cc1	16.0	-11.6%	5.4%	-6.0%	-3.9%	12.0	6.9%	i	7.4%	PMK inhibit pilot replicates=2.0;MK inhibit pilot replicates=1.5;DPM-DC inhibit pilot screen %=1.0
CCC1(C)CC(=O)N(c2ccc(C(=O)O)c(O)c2)C1=O (configuration not stated)	6.0	9.9%	nt	-11.0%	-1.8%	2.0	3.2%	i	7.8%
OC(c1ccccc1)c1nc2ccccc2s1 (configuration not stated)	2.0	-10.5%	3.5%	5.1%	-5.2%	6.0	-4.2%	i	7.3%
COc1ccc(S(=O)(=O)N(C)CC(=O)Nc2cccc(C(C)=O)c2)cc1	9.0	-20.0%	-13.2%	-0.3%	-14.2%	3.0	nt	i	11.3%
Cc1cccc(OCC(=O)NCCN2CCOCC2)c1	1.0	1.1%	4.3%	-6.7%	-1.6%	6.0	5.4%	i	4.0%
Cc1cc(=O)[nH]c(SCC(=O)c2ccc(C)c(C)c2)n1	9.0	-9.3%	6.3%	-11.1%	-16.6%	0.0	-18.1%	i	-9.8%
COc1ccc(NC(=O)CSc2nnc(-c3ccccc3)n2N)cc1	2.0	9.8%	8.9%	4.8%	35.2%	5.0	4.6%	i	8.4%	PMK inhibit pilot replicates=2.5;MK inhibit pilot replicates=0.0;DPM-DC inhibit pilot screen %=2.5
Cc1[nH]c(=O)[nH]c(=O)c1S(=O)(=O)N1CCCC(C(=O)NCc2ccco2)C1 (configuration not stated)	20.0	-9.4%	nt	-4.9%	1.8%	1.0	-17.4%	i	6.3%	PMK inhibit pilot replicates=6.0;MK inhibit pilot replicates=0.0;DPM-DC inhibit pilot screen %=0.0
CCN(CC)c1ccc(NC(=O)CN2CCN(c3ccccc3F)CC2)cc1	6.0	-4.3%	-0.7%	5.6%	0.4%	4.0	1.0%	i	5.9%
CCC(C(=O)Nc1ccccc1OC)n1c(C(=O)OC)cc2ccsc21 (configuration not stated)	9.0	-10.5%	2.8%	8.9%	-12.4%	8.0	-3.4%	i	5.0%
CCn1c(SCC(=O)Nc2c(C)n(C)n(-c3ccccc3)c2=O)nnc1-c1cccc(C)c1	15.0	-7.1%	nt	-2.1%	-14.1%	0.0	-2.0%	i	5.7%
Nc1nc(SCC(=O)N2CCc3ccccc32)[nH]c(=O)c1-c1ccccc1	4.0	-2.3%	-7.4%	0.3%	-2.5%	9.0	3.5%	i	40.7%
Cn1cccc1C(=O)N1CCN(c2cccc(C(F)(F)F)c2)CC1	10.0	-2.9%	-6.0%	3.3%	-5.8%	11.0	-2.8%	i	5.4%
O=C1CCCCCN1C(=O)c1ccc(C(=O)N2CCCCCC2=O)cc1	0.0	-24.1%	5.1%	0.7%	-24.9%	9.0	7.6%	i	10.2%
COc1ccccc1OCc1nc(C#N)c(N2CCC(C(N)=O)CC2)o1	9.0	-0.1%	6.0%	1.4%	-3.9%	7.0	12.9%	i	8.6%
COc1ccc(S(=O)(=O)Nc2ccc3oc(C)c(C(=O)O)c3c2)cc1	0.0	-4.2%	13.2%	-0.4%	7.0%	9.0	5.0%	i	1.5%
COc1cc(C(=O)O)ccc1OCC(=O)N1CCOCC1	11.0	-18.0%	3.3%	1.0%	-8.8%	0.0	-3.9%	i	-1.8%
CN1CCN(Cc2nc3c(c(=O)n(C)c(=O)n3C)n2Cc2cccc3ccccc23)CC1	7.0	nt	15.0%	nt	nt	4.0	0.0%	i	nt
COc1ccc(Cc2noc(-c3ccc(OC)c(OC)c3)n2)cc1OC	9.0	-10.0%	nt	-4.1%	-3.5%	9.0	-3.0%	i	-2.4%
CCCCOc1ccc(OC(=O)c2cccnc2)cc1	16.0	-5.3%	4.0%	0.5%	27.1%	8.0	6.7%	i	10.0%
Following part.
SMILES	PMK inhibit	HPDE-C7 cytotoxicity	LYP inhibition	Bfl-1 inhibitors	KRASV12 cytotoxicity	MK inhibit	HT1080 viability	DPM-DC inhibit	TNAP inhibition	others
CCN1CCc2nc(SCC(=O)Nc3ccc(OC)cc3)c(C#N)cc2C1	11.0	-9.9%	nt	-4.1%	-2.1%	4.0	13.7%	i	3.0%
COc1cccc(-n2c(SC3CCOC3=O)nc3ccccc3c2=O)c1 (configuration not stated)	10.0	9.0%	1.9%	-2.3%	8.0%	0.0	1.8%	i	14.4%	PMK inhibit pilot replicates=0.0;MK inhibit pilot replicates=0.0;DPM-DC inhibit pilot screen %=0.0
CC(=O)Nc1ccc(S(=O)(=O)NC(CC(=O)N(C)Cc2ccccc2)C(C)C)cc1 (configuration not stated)	3.0	-7.1%	nt	-5.6%	-3.8%	4.0	-3.0%	i	2.6%
COc1ccc2noc3c2c1C(=O)c1ccccc1-3	0.0	45.8%	nt	147.6%	72.7%*	14.0	-2.4%	i	23.9%
CCCCNc1nc(N(C)c2ccccc2)nc(-n2ccnc2)n1	13.0	-1.2%	-4.5%	6.6%	-5.4%	2.0	9.0%	i	8.2%
NC(=O)c1ccc(NC(=O)CCCc2nc(-c3ccccc3Cl)no2)cc1	10.0	10.8%	13.6%	-9.0%	7.4%	3.0	24.1%	i	5.6%
N#Cc1c(-n2cccc2/C=N/O)sc2c1CCCC2	1.0	-5.8%	nt	-5.7%	1.7%	7.0	-4.8%	i	27.0%
COCC(=O)NCc1nc2ccccc2n1Cc1ccccc1F	16.0	-7.3%	22.4%	-18.0%	3.9%	0.0	-0.2%	i	3.1%
CC12CCC(C(=O)N3CCc4ccccc43)(CC1=O)C2(C)C (configuration not stated)	7.0	20.6%	1.2%	-0.1%	35.7%	11.0	-4.8%	i	20.0%
O=C(Cn1c(-c2ccccc2)noc1=O)Nc1ccc(S(=O)(=O)N2CCOCC2)cc1	6.0	3.4%	nt	1.1%	4.7%	8.0	1.4%	i	-1.6%
CCOC(=O)C1CCCN(c2ncnc3c2cnn3-c2ccc(OC)cc2)C1 (configuration not stated)	16.0	-2.1%	-9.0%	-1.2%	-3.9%	0.0	-2.9%	i	8.9%
CC1CCN(C(=O)CSc2nc3cccnc3n2C)CC1	17.0	-0.8%	13.7%	5.1%	-6.4%	9.0	23.2%	i	6.1%
O=C(NCc1ccc2c(c1)OCO2)C1CCCN1C(=O)Nc1cccc(Cl)c1 (configuration not stated)	9.0	0.5%	nt	-4.5%	-4.1%	0.0	-10.2%	i	8.9%
COc1c2ccoc2nc2c(OC)c(OCC(O)C(C)(C)O)ccc12 (configuration not stated)	0.0	2.7%	-5.1%	-1.2%	18.0%	5.0	39.9%	nt	4.9%	PMK inhibit pilot replicates=0.0;MK inhibit pilot replicates=0.0
CC(=O)N1CCc2cc(S(=O)(=O)NCCCN3CCN(Cc4ccccc4)CC3)ccc21	7.0	-1.1%	13.3%	8.5%	5.7%	0.0	nt	i	7.3%
Cc1cc(Nc2ccc(C)c(C)c2)n2nc(C)nc2n1	18.0	-0.7%	12.7%	-2.1%	2.7%	9.0	0.7%	i	-4.8%
CC(c1ccco1)N(C(=O)Nc1ccc(Cl)cc1)c1ccccn1 (configuration not stated)	9.0	-15.5%	4.8%	1.6%	-8.6%	0.0	-7.5%	i	2.0%
O=C(Cn1nnc(-c2ccccc2)n1)NCc1cccs1	14.0	4.2%	nt	-2.4%	-0.2%	3.0	-10.1%	i	5.2%
CCOc1ccc(N2C(=O)CC(N3CCN(C(=O)c4ccco4)CC3)C2=O)cc1 (configuration not stated)	12.0	nt	16.2%	-7.0%	nt	6.0	6.0%	i	7.9%
Oc1ccc(N2CCN(C(c3cccnc3)c3nnnn3Cc3ccccc3)CC2)cc1 (configuration not stated)	0.0	18.1%	12.3%	-6.2%	16.7%	6.0	11.9%	i	11.0%	PMK inhibit pilot replicates=0.0;MK inhibit pilot replicates=0.0;DPM-DC inhibit pilot screen %=1.0
CCOC(=O)C1=C(C)NC(=O)NC1c1ccc(OC)c(CN2CCOCC2)c1 (configuration not stated)	3.0	2.4%	15.7%	-0.4%	-6.9%	3.0	3.1%	i	-1.4%
CC(C)=C1C2C=CC1C1C(=O)N(c3ccc4c(c3)OCO4)C(=O)C21 (configuration not stated)	0.0	nt	-6.8%	nt	nt	7.0	15.5%	i	nt
CCCCCn1c(SCCc2ccccc2)nc2c1c(=O)[nH]c(=O)n2C	8.0	0.2%	nt	-6.9%	-16.1%	1.0	2.7%	i	2.7%
O=S(=O)(NCCc1ccccn1)c1ccc(F)c(F)c1	13.0	-2.3%	7.0%	-2.0%	-21.4%	4.0	-0.4%	i	6.7%
O=C(CSc1nnc2scc(-c3ccccc3)n12)NCC1CCCO1 (configuration not stated)	2.0	-14.4%	6.8%	3.2%	-24.7%	3.0	-1.4%	i	-2.7%
O=C1C(=O)N(CCCn2ccnc2)C(c2cccnc2)/C1=C(/O)c1ccccc1 (configuration not stated)	19.0	-15.6%	11.9%	-0.8%	-17.9%	6.0	-1.5%	i	-3.3%
COCCCN1C(=O)C(=O)/C(=C(/O)c2ccccc2)C1c1ccc(N(C)C)cc1 (configuration not stated)	3.0	-13.7%	4.6%	-5.8%	4.4%	7.0	-3.6%	i	10.1%
